# Screens from PubChem BioAssay.
# T cell HTS: modulators of CD8 T cell-vesicle binding, primary screen, mouse 2C CD8+ T cells, flow cytometry. 2C CD8+ T cell-vesicle binding; hits give low values. calls only at 7 µM. hit rate 0.068% among 330,000. AID 2052, 2009;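 active = response, share of CD8 T cells binding vesicles, and their 90th percentile fluorescence all below set limits, cut at about 80% in these data, passing the limit was not always enough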
#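 Incubation: binding step 1.5 h, 37 °C, antibody labelling 20 min, ice; system: murine 2C transgenic CD8+ T lymphocytes; technique: cytometric PE anti-B7-1 and Alexa647 anti-CD8 signals after 1% paraformaldehyde fixation; also added: QL9-charged Drosophila Ld/ICAM-1/B7-1 vesicles; control set: naked versus QL9-loaded vesicles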
# GPR35 antagonists: GPR35 antagonists blocking zaprinast-driven arrestin recruitment, primary screen, imaging, U2OS, beta-arrestin-GFP, zaprinast agonist (AID 2058). G-protein coupled receptor 35 (Homo sapiens). U2OS GPR35 beta-arrestin-GFP translocation imaging, zaprinast antagonism; higher % means a stronger effect. inhibition, % at 10 µM; hits with a dose series show IC50 in µM. hit rate 0.052% among 290,000;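 active = inhibition of at least 50% with at least 30 cells and total cytoplasm GFP at most 10,000,000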
# NTR1 ag: agonists of NTR1, primary screen, imaging, U2OS cells, beta-arrestin-GFP, high content (AID 493036); Neurotensin receptor type 1 (Homo sapiens), P30989; NTR1-U2OS beta-arrestin-GFP spot imaging, agonist mode; activation, % at 20 µM; hit rate 0.17% among 330,000;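 active = activation at or above 40% of the spot to cytoplasm intensity ratio, with at least 20 cells analyzed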;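 note: 0% = DMSO without peptide and 100% = 100 nM NTR1 peptide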
# Target sequence (P30989 whole entry, looked up): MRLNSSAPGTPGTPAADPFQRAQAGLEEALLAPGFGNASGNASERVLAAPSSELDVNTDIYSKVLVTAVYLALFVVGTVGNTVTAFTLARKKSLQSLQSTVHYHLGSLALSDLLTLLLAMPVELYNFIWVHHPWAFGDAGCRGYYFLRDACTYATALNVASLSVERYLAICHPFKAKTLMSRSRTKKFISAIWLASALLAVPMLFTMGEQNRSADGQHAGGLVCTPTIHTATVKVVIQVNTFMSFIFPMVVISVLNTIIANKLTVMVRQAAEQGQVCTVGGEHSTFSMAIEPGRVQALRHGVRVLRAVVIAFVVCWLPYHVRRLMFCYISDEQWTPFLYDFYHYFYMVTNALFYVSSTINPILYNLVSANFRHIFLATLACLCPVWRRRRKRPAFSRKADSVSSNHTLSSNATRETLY
# West Nile virus CPE: West Nile virus antiviral activity, cell-based, CPE readout (AID 1621); CPE inhibition, % at 10 µM; hits with a dose series show IC50 in µM; hit rate 0.02% among 290,000; West Nile virus-infected cells, CPE inhibition; higher % means a stronger effect; in the data active = a potency from the dose series; note: strong numbers were not always called active
# GPR55 beta-arrestin: GPR55 agonists via beta-arrestin recruitment, primary screen, imaging, U2OS cells, beta-arrestin-GFP redistribution (AID 1961); activation, % at 10 µM; hits with a dose series show EC50 in µM; hit rate 0.048% among 290,000; G-protein coupled receptor 55 (Homo sapiens); U2OS GPR55 beta-arrestin-GFP redistribution imaging; higher % means a stronger effect;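 active = activation above 40% with more than 50 cells counted in the well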;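 note: U2OS osteosarcoma cells stably expressing GPR55 and beta-arrestin-GFP; plate controls were DMSO negative control for no effect and LPI positive control for full effect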
# GPR55 antagonists: GPR55 antagonists blocking LPI-driven arrestin recruitment, primary screen, imaging, U2OS, beta-arrestin-GFP, LPI agonist (AID 2013); G-protein coupled receptor 55 (Homo sapiens); U2OS GPR55 beta-arrestin-GFP translocation imaging, LPI antagonism; higher % means a stronger effect; inhibition, % at 10 µM; hits with a dose series show IC50 in µM; hit rate 0.13% among 290,000;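 active = spots per cell inhibited over 60%, with over 100 cells counted and total cytoplasm intensity under 500,000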;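 note: U2OS cells stably carrying GPR55 and arrestin-GFP stimulated by 5 µM LPI near EC80; imaged beta-arrestin-GFP aggregate spots per cell after agonist stimulation; plate controls were LPI-stimulated DMSO wells for no effect and DMSO wells without LPI for full effect; some results filed as inactive read as strong as hits; confirmed hits need IC50 under 10 µM and bright autofluorescent wells are also inconclusive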
# Salmonella PhoP GFP: inhibitors of PhoP regulon expression, primary screen, Salmonella Typhimurium, GFP reporter (AID 1863); hit rate 0.16% among 300,000; S. Typhimurium PhoP-regulated promoter GFP reporter, 4 h; higher % means a stronger effect; one-dose inhibition, % at 50 µM; IC50 in µM for titrated hits;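 active = inhibition over 29.93%, a cutoff 3 SD above the screen mean, later confirmed by dose response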;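 note: 0% = low Mg2+ inducing control and 100% = high Mg2+ repressing control; strong numbers were not always called active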
# KOR beta-arrestin-1: KOR agonists, beta-arrestin recruitment, primary screen, cell-based, luminescence, uHTS (AID 1777) | one-dose activation, % at 10 µM; EC50 in µM for titrated hits | KOR beta-arrestin recruitment, luminescence; higher % means a stronger effect | hit rate 0.02% among 280,000; in the data active = activation above about 50%, passing the limit was not always enough; note: a part of the inactive calls stands beside numbers as strong as those of hits
# KOR beta-arrestin-2: KOR antagonists, beta-arrestin recruitment, cell-based, luminescence, uHTS (AID 1778); Kappa-type opioid receptor (Homo sapiens); KOR beta-arrestin recruitment, luminescence, antagonist mode; higher % means a stronger effect; inhibition, % at 10 µM, or IC50 in µM where a hit was titrated; hit rate 0.091% among 290,000; in the data active = inhibition above about 50%; note: strong numbers were not always called active
# T cell HTS vesicle-bound %: also measured in T cell HTS; calls as there; double positive events, %; measured here: CD8+ vesicle-bound cell fraction;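 binding gate set so that unloaded-vesicle control wells show 10% double positive cells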
# NTR1 ag cell count 20 µM: also measured in NTR1 ag; calls as there; cell count; measured here: cell count, cytotoxicity flag
# * marks the source's active call; other numbers are inactive results; i = inactive; . = no result given; [ ] = remark or other dose.
SMILES,T cell HTS,T cell HTS vesicle-bound %,GPR35 antagonists,NTR1 ag,NTR1 ag cell count 20 µM,West Nile virus CPE,GPR55 beta-arrestin,GPR55 antagonists,Salmonella PhoP GFP,KOR beta-arrestin-1,KOR beta-arrestin-2
CCC(CC)NC(=O)Nc1ccccc1C(F)(F)F,i,20,-7%,0.7,59,0.0%,0.0%,4%,0%,0.1%,16%
O=C(O)c1cccc(CN2C(=O)CSC2=O)c1,i,41,24%,0.9,42,-0.3%,-0.3%,22%,-4%,-0.3%,-24%
Cc1cc(C)nc(SCC(=O)Nc2ccnc3ccccc23)n1,i,55,-6%,-1.5,50,-1.1%,0.6%,3%,0%,-0.2%,-17%
CC1(C)CC[C@]2(C(=O)O)CC[C@]3(C)C(=CCC4[C@@]5(C)CC[C@H](O)C(C)(C)C5CC[C@]43C)C2C1 (stereo partly specified),i,22,-3%,.,.,-1.2%,-0.1%,-11%,1%,-0.1%,18%
Oc1ccc(N=Nc2c(O)ccc3ccccc23)cc1,i,37,20%,20,52,-0.6%,-0.4%,-26%,22%,-6.7%,32%
N#Cc1ccc[n+](CC(=O)c2ccc(NC(=O)c3ccccc3)cc2)c1,i,25,-5%,-1.8,55,0.1%,0.1%,-2%,-15%,0.3%,17%
FC(F)Sc1ccc(N=C2NN=C(c3ccc4c(c3)OCCO4)CS2)cc1,i,43,5%,-0.1,85,-0.9%,0.0%,8%,1%,0.7%,-14%
C=CCOc1ccc(CN(C)CC(=O)N(CC(C)C)c2c(N)n(CC(C)C)c(=O)[nH]c2=O)cc1,i,54,3%,0.8,62,0.0%,0.2%,2%,6%,-4.9%,17%
COc1cc(C(=O)OC2CSCC2NC(=O)c2ccccc2)cc(OC)c1OC (stereo unspecified),i,56,6%,2.5,59,-0.9%,0.5%,2%,.,.,-40%[20 µM]
Cn1cnnc1SC/C(O)=C(\C#N)c1nc2ccccc2[nH]1,i,56,16%,-1.1,104,0.3%,-0.1%,6%,13%,-1.9%,49%
Cc1ccc2c(c1)N(C(=O)CCC(=O)N1CCN(c3cccc(C)c3C)CC1)CCO2,i,28,8%,25,76,-0.2%,0.0%,11%,.,-2.6%,-6%[20 µM]
COc1ccc(N2CCN(CCNC(=O)CCC(=O)NNc3nc4ccccc4c4nc(C)nn34)CC2)cc1,i,23,5%,1.0,61,0.0%,-0.4%,-13%,-6%,1.4%,-27%
CSCCC(NC(=O)c1ccccc1)C(=O)N1CCN(C(c2ccccc2)c2ccccc2)CC1 (stereo unspecified),i,69,-5%,3.6,50,0.1%,-0.1%,12%,-3%,17%,3%
c1ccc(N2CCOCCOCCOCCOCCOCC2)cc1,i,46,7%,2.0,72,0.6%,0.1%,4%,.,-2.9%,10%[20 µM]
Cc1cccc(C(=O)NNC(=O)CN2C(=O)c3ccccc3C2=O)c1,i,58,6%,-0.7,81,0.1%,0.2%,7%,-6%,-0.2%,-14%
CCOC(=O)N1CCN(CC(O)COCc2ccc(Cl)cc2)CC1 (stereo unspecified),.,.,3%,.,.,-0.3%,-0.1%,5%,4%,7.7%,-63%
NC(=O)C1CCN(C(=O)CN2C(=O)c3ccccc3S2(=O)=O)CC1,i,23,1%,-0.3,83,0.3%,-2.3%,10%,1%,2.1%,15%
COc1ccc(N(CC(=O)NCc2cccc(OC)c2)S(=O)(=O)c2c(C)noc2C)cc1,i,26,-1%,0.4,86,-0.8%,0.3%,3%,5%,8.7%,-2%
O=C(O)c1cccc(S(=O)(=O)N(Cc2ccccc2)c2ccc(Cl)cc2)c1,i,51,8%,0.6,95,0.5%,-0.1%,-2%,0%,1.6%,-23%
CCCOc1ccc(-c2nc(N3CCN(C)CC3)c3ccccc3n2)cc1,i,12,-18%,2.3,97,-1.1%,-0.3%,8%,10%,0.7%,8%
Cc1ccc(CN2CCN(Cc3cnc(N(C)C)s3)CC2CCO)o1 (stereo unspecified),i,40,-5%,-0.4,40,0.5%,-0.1%,13%,3%,.,-2%[20 µM]
CN(C(=O)CC(NC(=O)c1ccccc1Cl)c1ccccc1)c1ccccc1 (stereo unspecified),i,14,1%,0.3,51,-1.2%,0.0%,-4%,4%,1.4%,13%
O=C(COC(=O)C1CC2C=CC1C2)Nc1ccccc1F (stereo unspecified),i,34,-11%,-1.4,55,0.1%,0.4%,5%,-7%,-0.5%,-7%
Cc1nc(NS(=O)(=O)c2ccccc2C)c2c3c(sc2n1)CCC3,i,26,11%,1.4,58,-0.1%,0.1%,6%,-13%,9.5%,-42%
Oc1ccccc1/C=N/Nc1ccnc(SCc2ccccc2)n1,i,49,1%,.,.,-1.2%,0.1%,6%,5%,0.8%,-9%

# 4 records drawn at random from the list so far:
SMILES,T cell HTS,T cell HTS vesicle-bound %,GPR35 antagonists,NTR1 ag,NTR1 ag cell count 20 µM,West Nile virus CPE,GPR55 beta-arrestin,GPR55 antagonists,Salmonella PhoP GFP,KOR beta-arrestin-1,KOR beta-arrestin-2
O=C(COC(=O)C1CC2C=CC1C2)Nc1ccccc1F (stereo unspecified),i,34,-11%,-1.4,55,0.1%,0.4%,5%,-7%,-0.5%,-7%
Cc1ccc(CN2CCN(Cc3cnc(N(C)C)s3)CC2CCO)o1 (stereo unspecified),i,40,-5%,-0.4,40,0.5%,-0.1%,13%,3%,.,-2%[20 µM]
N#Cc1ccc[n+](CC(=O)c2ccc(NC(=O)c3ccccc3)cc2)c1,i,25,-5%,-1.8,55,0.1%,0.1%,-2%,-15%,0.3%,17%
Cc1cccc(C(=O)NNC(=O)CN2C(=O)c3ccccc3C2=O)c1,i,58,6%,-0.7,81,0.1%,0.2%,7%,-6%,-0.2%,-14%

# (continued)
SMILES,T cell HTS,T cell HTS vesicle-bound %,GPR35 antagonists,NTR1 ag,NTR1 ag cell count 20 µM,West Nile virus CPE,GPR55 beta-arrestin,GPR55 antagonists,Salmonella PhoP GFP,KOR beta-arrestin-1,KOR beta-arrestin-2
O=C(NCc1ccc2c(c1)OCO2)C1CC(=O)N(CCc2ccc(Cl)cc2)C1 (stereo unspecified),i,14,-12%,0.3,59,-0.9%,-0.2%,23%,-4%,3.9%,0%
Cc1cc(C)cc(NS(=O)(=O)c2ccc(Oc3ncc(C(F)(F)F)cc3Cl)cc2)c1,i,16,11%,34,72,2.3%,-0.3%,10%,3%,-0.8%,-29%
COc1cc(/C=C2\SC(=N)N(c3ccc4c(c3)OCO4)C2=O)cc(OC)c1O,i,17,-4%,0.0,72,-0.9%,-0.2%,-17%,2%,1.5%,21%
CCOC(=O)c1ccc(N2CCOCC2)c(NC(=O)COCC(=O)O)c1,i,38,-4%,-0.7,57,0.1%,-0.2%,4%,-6%,.,20%
CC(=O)Nc1nc(-c2ccc3c(c2)CCO3)cs1,i,58,-6%,-1.3,69,0.5%,0.5%,7%,-7%,-1.0%,-55%[20 µM]
CCN(CC1COc2ccccc2O1)C(=S)NC1CC2CCC1C2 (stereo unspecified),i,4,0%,7.2,47,-1.5%,0.1%,-6%,-6%,-2.5%,-19%
COc1cccc(NC(=S)N(CCCN2CCCC2)Cc2ccco2)c1,i,32,-6%,2.0,46,-0.4%,0.2%,4%,-3%,-0.1%,-1%
CCOC(=O)c1csc(-c2ccc(OC)c(OC)c2)n1,i,48,-11%,-1.8,77,-0.2%,0.2%,8%,5%,-2.7%,9%
CCOc1ccc(NC(=O)N2CCC(NC(=O)C(Cc3ccc(OC)c(OC)c3)NC(C)=O)CC2)cc1 (stereo unspecified),i,57,11%,-0.8,84,0.5%,-0.2%,8%,-13%,-1.6%,-13%
CCOC(=O)N1CCN(C(=O)CSc2ccc(-c3ccncc3)nn2)CC1,i,54,-15%,-1.8,42,-0.1%,0.2%,11%,2%,-5.7%,1%
Cc1ccccc1NCC(=O)N/N=C\c1ccc([N+](=O)[O-])s1,i,64,-3%,1.2,84,-1.4%,-0.5%,-32%,-18%,-1.0%,16%
Cc1ccccc1C(=O)Nc1ccccc1C(=O)NCc1ccccc1,i,19,1%,-2.8,91,1.1%,-2.3%,16%,-9%,3.6%,-23%
O=C(COc1ccc(F)cc1)NNC(=O)c1cc2ccccc2oc1=O,i,53,10%,1.2,65,0.2%,-0.3%,6%,3%,3.4%,-34%
CCOC(=O)Cc1nnc(NC(=O)CSc2nnc3c4ccccc4n(C)c3n2)s1,i,16,-2%,0.2,48,-0.3%,-0.2%,-10%,-4%,-12%,11%
CSc1ccccc1NC(=O)CN(C)CC(=O)Nc1ccccc1C(F)(F)F,i,19,6%,1.1,61,-0.1%,-0.3%,5%,-7%,8.1%,-27%
O=C(Cn1nc(Cc2cccnc2)c2ccccc2c1=O)Nc1ccc2c(c1)OCO2,i,44,-7%,-0.1,84,0.0%,-0.3%,18%,4%,-4.1%,-29%
CSc1ccc(C2CC(=O)Nc3c2c(=O)n(C)c(=O)n3C)cc1 (stereo unspecified),i,39,8%,-1.7,50,0.1%,0.3%,12%,-12%,-0.8%,6%
C#CCN(N(C)c1ncc(C(F)(F)F)cc1Cl)S(=O)(=O)c1ccc2ccccc2c1,i,14,19%,-0.2,56,-1.2%,-0.2%,2%,-18%,-4.4%,-4%
CC(C)(C)NC(=O)c1nn(Cc2ccccc2)c(=O)c2ccccc12,i,21,8%,-0.5,52,-0.7%,-0.6%,6%,-11%,1.0%,-3%
CN(CC1CCCN(CCc2cccc(C(F)(F)F)c2)C1)C(=O)c1ccco1 (stereo unspecified),i,69,-5%,-0.4,58,-0.8%,0.4%,-12%,-3%,13%,-17%
O=[N+]([O-])c1ccccc1/C=N/n1c(C2CCCCC2)n[nH]c1=S,i,46,4%,2.6,57,-0.1%,2.0%,-4%,9%,2.9%,4%
CC(C)C(=O)Nc1nnc(SCC(=O)NCc2ccco2)s1,i,13,-11%,3.1,47,-0.6%,-0.6%,-12%,6%,-2.9%,32%

# Grouped by structure, the entries above with a thiophene ring, fused or not.
SMILES,T cell HTS,T cell HTS vesicle-bound %,GPR35 antagonists,NTR1 ag,NTR1 ag cell count 20 µM,West Nile virus CPE,GPR55 beta-arrestin,GPR55 antagonists,Salmonella PhoP GFP,KOR beta-arrestin-1,KOR beta-arrestin-2
Cc1nc(NS(=O)(=O)c2ccccc2C)c2c3c(sc2n1)CCC3,i,26,11%,1.4,58,-0.1%,0.1%,6%,-13%,9.5%,-42%
Cc1ccccc1NCC(=O)N/N=C\c1ccc([N+](=O)[O-])s1,i,64,-3%,1.2,84,-1.4%,-0.5%,-32%,-18%,-1.0%,16%
